Compound activity (PubChem BioAssay)
BH1578 lux ind – inducers of Vibrio cholerae quorum light production without autoinducers, primary screen, BH1578 luxS cqsA deficient, single point | V. cholerae BH1578 lux reporter, luminescence, 6 h | activation, % at 18.7 µM | 0.16% of 350,000 active; in the data active = activation mostly above about 9.7%, no sharp cut-off; inconclusive = no clear call, values can overlap the other calls; inactive = mostly below about 3.7%; also: not every result past the cut was called active; inactives centre near 0; reference of the scale not given here
SARS 3CLpro inh – SARS-CoV 3CLpro protease inhibitors, primary screen, biochemical, quenched FRET; inhibition, % at 6 µM; 0.14% of 290,000 active; Replicase polyprotein 1ab (Severe acute respiratory syndrome coronavirus), P0C6X7; recombinant SARS-CoV 3CLpro, quenched FRET peptide cleavage; in the data active = inhibition above about 12%
PfHsp40 rescue – rescue of yeast from PfHsp40 toxicity, primary screen, S. cerevisiae, ATP luminescence; S. cerevisiae expressing PfHsp40, growth rescue; growth rescue, % at 12.5 µM; 0.68% of 340,000 active; AID 504582, 2011; in the data active = growth rescue above about 28%, passing the limit was not always enough; inconclusive = no clear call, values can overlap the other calls;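 also: yeast W303a lacking pdr1 and pdr3 grown in galactose medium; growth measured after three days at 30 °C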
Yp Topo-I inh – Yersinia pestis topoisomerase I inhibitors, primary screen, biochemical, cleavage product accumulation, plate reader, single point; DNA topoisomerase I (Yersinia pestis CO92); Y. pestis Topo-I cleavage product accumulation; activity, % at 10 µM; 0.064% of 360,000 active; AID 504884, 2011; in the data active = activity above about 50%, passing the limit was not always enough; inconclusive = no clear call, values can overlap the other calls; also: inactives centre near 2
Anthrax LF prot – Bacillus anthracis LF protease inhibitors, primary screen, biochemical, multiplex microsphere, MLPCN library | Lethal factor (Bacillus anthracis), P15917 | multiplex microsphere protease cleavage assay | inhibition, % at 10 µM | 0.12% of 360,000 active; also: plate controls were buffer without enzyme for full effect and enzyme alone for no effect
Target sequence (P15917 whole entry, looked up): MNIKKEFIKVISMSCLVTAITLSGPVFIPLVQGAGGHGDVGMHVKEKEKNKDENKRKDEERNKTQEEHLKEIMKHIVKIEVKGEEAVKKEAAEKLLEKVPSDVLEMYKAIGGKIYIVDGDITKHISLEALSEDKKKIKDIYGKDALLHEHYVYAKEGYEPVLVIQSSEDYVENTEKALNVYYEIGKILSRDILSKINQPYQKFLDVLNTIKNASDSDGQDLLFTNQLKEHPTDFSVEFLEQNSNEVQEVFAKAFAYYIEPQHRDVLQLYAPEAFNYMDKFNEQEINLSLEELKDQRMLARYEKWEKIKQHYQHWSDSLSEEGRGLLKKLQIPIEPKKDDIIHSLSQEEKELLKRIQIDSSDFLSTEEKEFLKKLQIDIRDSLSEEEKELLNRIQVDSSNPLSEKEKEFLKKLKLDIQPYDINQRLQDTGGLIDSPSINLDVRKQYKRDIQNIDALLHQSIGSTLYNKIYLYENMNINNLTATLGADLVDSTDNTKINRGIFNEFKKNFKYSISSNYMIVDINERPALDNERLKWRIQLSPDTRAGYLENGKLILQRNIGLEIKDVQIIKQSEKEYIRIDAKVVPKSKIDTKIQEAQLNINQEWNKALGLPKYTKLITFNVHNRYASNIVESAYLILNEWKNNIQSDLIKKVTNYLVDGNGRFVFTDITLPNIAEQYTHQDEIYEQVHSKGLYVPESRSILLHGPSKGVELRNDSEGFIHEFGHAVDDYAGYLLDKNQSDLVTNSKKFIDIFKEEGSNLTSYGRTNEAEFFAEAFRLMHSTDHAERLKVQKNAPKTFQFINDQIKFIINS
TcdB GH inh – TcdB glycohydrolase inhibitors, primary screen, biochemical, single point, plate reader. inhibition, % at 9.99 µM. 0.24% of 350,000 active. TcdB glycohydrolase enzymatic assay. Toxin B (Clostridioides difficile), P18177. AID 652162, 2013; in the data active = inhibition above about 10%
BoNT A protease – BoNT/A light chain protease inhibitors, primary screen, biochemical, flow cytometry, MLPCN library | AID 588499, 2011 | Botulinum neurotoxin type A light chain protease (Clostridium botulinum A str. ATCC 3502) | 0.17% of 360,000 active | inhibition, % at 10 µM | multiplex microsphere protease substrate cleavage; also: plate controls were buffer without enzyme for full effect and enzyme alone for no effect
DUSP3 inh – VHR1 phosphatase inhibitors, primary screen, biochemical, absorbance, uHTS. recombinant VHR phosphatase, pNPP absorbance. inhibition, % at 13.3 µM. 0.52% of 290,000 active; in the data active = inhibition above about 50%; also: some compounds called inactive have numbers as strong as hits
Target sequence (P51452 whole entry, looked up): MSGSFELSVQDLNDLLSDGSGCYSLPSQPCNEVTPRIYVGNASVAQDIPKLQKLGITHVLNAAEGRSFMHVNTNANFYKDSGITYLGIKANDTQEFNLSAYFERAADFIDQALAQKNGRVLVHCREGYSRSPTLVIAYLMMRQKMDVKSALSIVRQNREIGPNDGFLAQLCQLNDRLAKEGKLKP
SSB-PriA inh – inhibitors of Klebsiella pneumoniae PriA binding to SSB C-terminal tail, primary screen, biochemical, AlphaScreen; AlphaScreen SSBct-PriA binding, biotinylated peptide; PriA–SSB C-terminal tail interaction (Klebsiella pneumoniae); inhibition, % at 33 µM; 0.6% of 430,000 active; in the data active = inhibition mostly above about 37%, no sharp cut-off; inactive = mostly below about 20%;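 also: plate controls were negative control peptide for no effect and reference peptide for full effect; strong numbers were not always called active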
CCHFV vOTU inh – CCHFV vOTU protease inhibitors, primary screen, biochemical, Pep-AMC substrate, fluorescence | Crimean-Congo hemorrhagic fever virus L polyprotein viral ovarian tumor (vOTU) protease … | inhibition, % at 11.5 µM | 0.55% of 370,000 active; in the data active = inhibition above about 30%; also: 0% = vehicle wells with enzyme and 100% = no enzyme wells
Numbers without * were called inactive; i = inactive; ? = inconclusive; . = no result given; & = joins results of further samples. Rule as the data show it, unless noted: active = inhibition above about 30%; inconclusive = no clear call, values can overlap the other calls; inactive = below that. A portion of the library, so the mix of outcomes need not match the whole.

SMILES	BH1578 lux ind	SARS 3CLpro inh	PfHsp40 rescue	Yp Topo-I inh	Anthrax LF prot	TcdB GH inh	BoNT A protease	DUSP3 inh	SSB-PriA inh	CCHFV vOTU inh
CC(C)NC(=O)c1ccccc1NC(=O)CCc1ccccc1	-0.1	2	-0.5	-2	-4	.	-0.7	27	-31	1
COc1cccc(-c2cccc(NC(=O)C3CCN(CCCn4cccn4)CC3)c2)c1	-0.2	.	.	-2	-3	2.3	-0.6	.	.	-9
CCc1ccc(NC(=O)c2cc(CC(C)C)on2)cc1	-0.9	5	0.4	15	-7	1.2	-0.1	-2	-3	7
O=C(NNC(=O)c1sccc1-n1cccc1)c1ccccc1	0.0	3	-1.0	0	0	.	-0.5	-13	5	8
CCC(O)(CC)C(=O)N=Nc1c(O)[nH]c2ccccc12	i	-6	-1.5	5	-2	-2.5	-0.3	-5	-9	-2
CC(C)(C)C1C=C(Sc2ccccc2)C(=O)O1 (stereo unspecified)	i	-1	1.3	-9	-5	.	-1.1	-1	-24	-17
Cn1c(C(F)(F)F)nc2c(=O)oc3ccccc3c21	.	-3	-0.1	1	3	.	-0.7	19	-14	1
CCN1C(=O)c2ccccc2S(=O)c2ccc(C(=O)NCc3ccccn3)cc21 (stereo unspecified)	-1.1	2	-0.5	3	3	0.6	-0.1	8	2	1
C=C(C)Cn1c(C2CC(=O)N(c3ccccc3F)C2)nc2ccccc21 (stereo unspecified)	0.3	0	0.2	15	2	5.5	0.1	4	-2&-2	-7
Cc1nc2sc(C(c3ccco3)N3CCN(c4ccccc4F)CC3)c(O)n2n1 (stereo unspecified)	i	0	-0.2	4	-5	.	0.1	50	-8	1
S=C(NCc1ccco1)NCc1ccccc1Cl	-0.7	3	1.5	1	-1	0.3	-1.9	4	-7	5
CCN(CC(=O)NCc1cccs1)C(=O)c1ccc(OC)c(OC)c1	-2.8	.	-1.5	-5	8	2.3	-3.2	.	8	-12
OCC[C@@H]1C[C@@H](O)[C@H](O)[C@]2(CCc3ccccc3CO2)O1	-0.6	4	0.7	7	-8	-0.2	0.2	29	7	-2
CCOC(=O)c1cc2occc2n1CC(=O)NC1CCC(C)CC1 (stereo unspecified)	-14	2	0.0	2	4	.	0.8	13	7	-4
Cn1c(SCc2ccccc2)nc(N)c(N=O)c1=O	i	.	.	-2	-3	0.3	1.0	.	-27	-10
CCn1c(SCC(=O)NNC(=O)c2ccc(C)cc2)nnc1-c1ccco1	i	-1	0.2	-3	2	0.2	-0.9	-8	5	7
COC(=O)C1=C(C(=O)OC)[C@@H]2Nc3ccccc3[C@@]23C[C@@H](C(=O)OC)N(C(=O)C2CCC2)C3=N1	i	.	-2.2	1	0	1.8	-0.2	.	1	-8
S=C(NCCc1ccncc1)Nc1cccc2ccccc12	-0.2	3	-0.7	3	1	0.8	-0.6	8	1	-5
CC1CCN(S(=O)(=O)c2ccc(NC(=O)CN3CCOCC3)cc2)CC1	-0.4	-4	-0.7	-3	1	.	1.7	31	-20	1
O=C(Nc1ccccc1-c1nc2ccccc2[nH]1)c1ccc(N2C(=O)CCC2=O)cc1	-0.2	-7	-1.2	3	-4	2.0	-4.2	17	-12	-6
Cc1ccsc1/C=C1\Oc2cc(O)ccc2C1=O	0.3	.	.	-1	1	-1.3	-0.1	.	.	15
O=C(CN1CCCCCC1)N/N=C/c1cccc(Cl)c1	-0.3	-1	0.3	3	0	.	0.6	1	.	-10
CC(=O)Nc1ccc(-n2nnnc2SCC(=O)N2CCN(C(=O)c3ccco3)CC2)cc1	i	-5	-0.4	3	1	.	-0.3	27	-10	-9
COC(=O)c1ccc(N2CCN(C(C)=O)CC2)c(NC(=O)c2cccnc2)c1	3.9	3	-0.3	4	0	1.0	-0.3	21	-5	-9
O=c1c2ccccc2nc(CN2CCOCC2)n1-c1ccccc1F	i	-4	-1.7	-5	-3	.	-1.2	-1	-15	-3
Cc1ccc(S(=O)(=O)N2CCN(C(=O)Cn3c(=O)cnc4ccccc43)CC2)c(C)c1	i	.	-1.1	15	2	2.3	1.4	.	-13	15
CCOC(=O)c1c(NC(N)=O)sc(C)c1C	5.9	1	1.0	11	-22	.	12	12	-7	1
c1ccc(-n2ncc3cccnc32)cc1	i	1	-1.0	3	-3	1.5	-0.7	5	-2	-4
O=C(O)c1ccc(NS(=O)(=O)c2ccc3c(c2)C2C=CCC2C(c2ccccc2F)N3)cc1 (stereo unspecified)	0.9	8	7.7	4	-4	-0.3	-0.5	-4	22	25
Cc1nnc2ccc(N3CCN(C(=O)c4ccccc4)CC3)nn12	-0.2	0	6.3	3	-9	0.0	0.2	17	-8	6
Cc1noc(C)c1CSc1nc2ccccc2s1	i	1	-1.2	17	-1	.	0.7	-5	-30	8
O=C(NC1CCCCC1)Nn1c(-c2ccccc2)nc2ccccc2c1=O	-0.3	-2	0.7	1	2	.	1.7	13	2	.
CCn1c(SCC(=O)NCCc2ccccc2)nnc1-c1ccco1	.	-5	-0.6	0	0	.	0.8	9	-8	-15
COc1cc(CC(=O)NC2CCCc3ccccc32)cc(OC)c1OC (stereo unspecified)	-7.8	-6	1.3	-2	-8	-0.6	0.8	0	8	7
CCc1ccccc1N(CC)C(=O)CCc1nc(-c2ccc(C)cc2)no1	0.5	6	11	28	-7	.	-1.1	-22	-50	19
Cc1ccc(C)c(CC(=O)N2CCCCC2c2cc(C(=O)Nc3cccc(C#N)c3)no2)c1 (stereo unspecified)	-0.6	.	.	12	5	0.9	-0.2	.	.	16
O=C(OCc1ccccc1)N1CCC2CC1c1ccc(Cl)cc12 (stereo unspecified)	-2.3	.	.	-9	-2	-0.4	0.0	.	.	8
CC(=O)Nc1ccc(-c2ccnc3c2CC(C(=O)Nc2cccc(C(C)=O)c2)O3)cc1 (stereo unspecified)	-0.5	.	.	-4	-3	1.9	0.3	.	.	11
CN1CCN(C(=O)/C=C/c2ccc(Cl)c(Cl)c2)CC1	5.3	-3	-0.5	1	1	1.0	0.2	34	5	-1
CN1CCN(S(=O)(=O)c2ccc(N3CCN(S(=O)(=O)/C=C/c4ccccc4)CC3)nc2)CC1	3.7	1	1.0	33	-3	.	0.5	9	-15	27
O=C(Nc1nnc(SCC(=O)N2CCCc3ccccc32)s1)c1cccc2ccccc12	-0.2	-1	1.2	9	-3	0.9	-0.6	0	8	9
CCc1ccccc1Nc1nc(N)nc(CSCC(=O)c2cc(C)n(C)c2C)n1	-2.0	0	1.1	11	1	.	0.0	-16	16	4
c1cnc(NCCNc2ncccn2)nc1	0.5	4	-0.3	-4	-14	.	-1.7	20	-2	3
CCOC(=O)Cc1csc(NC(=O)c2ccc(S(=O)(=O)N3CCOCC3)cc2)n1	i	3	0.8	2	0	-0.2	0.2	33	-6	12
COc1ccc2c(c1)c(C(O)CN1CCN(Cc3ccc4c(c3)OCO4)CC1)c(C)n2C (stereo unspecified)	.	1	0.6	-6	-3	0.5	0.1	-13	13	-5
COC(=O)c1cccc(NC(=O)c2cc3sccc3n2C)c1	-0.3	2	-0.5	0	-3	.	-0.7	4	-10	-7
COc1cccc(NC(=O)N(C)C[C@H]2OCc3cnnn3CCCC(=O)N([C@H](C)CO)C[C@@H]2C)c1	-0.5	.	.	0	-3	0.6&0.7	0.0	.	.	3
NC(Cc1ccccc1)c1csc(NC(=O)c2cccc(OC(F)(F)F)c2)n1 (stereo unspecified)	i	.	.	-29	2	1.0	0.0	.	.	8
CC(C)C(=O)NCC(c1cccs1)S(=O)(=O)c1ccc(F)cc1 (stereo unspecified)	0.0	-3	0.3	3	-1	0.8	-0.1	-14	-10	21
Cc1c(Cl)cccc1NC(=O)Nc1cccnc1	i	0	-0.1	-2	-5	0.8	-3.1	19	-21	13

Whole records from above. Order of values: BH1578 lux ind	SARS 3CLpro inh	PfHsp40 rescue	Yp Topo-I inh	Anthrax LF prot	TcdB GH inh	BoNT A protease	DUSP3 inh	SSB-PriA inh	CCHFV vOTU inh
`COc1cccc(NC(=O)N(C)C[C@H]2OCc3cnnn3CCCC(=O)N([C@H](C)CO)C[C@@H]2C)c1` reads -0.5	.	.	0	-3	0.6&0.7	0.0	.	.	3
`NC(Cc1ccccc1)c1csc(NC(=O)c2cccc(OC(F)(F)F)c2)n1` (stereo unspecified) reads i	.	.	-29	2	1.0	0.0	.	.	8
`c1cnc(NCCNc2ncccn2)nc1` reads 0.5	4	-0.3	-4	-14	.	-1.7	20	-2	3
`CCc1ccccc1Nc1nc(N)nc(CSCC(=O)c2cc(C)n(C)c2C)n1` reads -2.0	0	1.1	11	1	.	0.0	-16	16	4
`O=C(Nc1nnc(SCC(=O)N2CCCc3ccccc32)s1)c1cccc2ccccc12` reads -0.2	-1	1.2	9	-3	0.9	-0.6	0	8	9

Additional compounds.
SMILES	BH1578 lux ind	SARS 3CLpro inh	PfHsp40 rescue	Yp Topo-I inh	Anthrax LF prot	TcdB GH inh	BoNT A protease	DUSP3 inh	SSB-PriA inh	CCHFV vOTU inh
S=C(Nc1ccccc1)N1CCn2c1nc1ccccc12	i	-2	12	1	1	.	-0.3	21	0	-15
O=C(CSc1nc(-c2ccc(F)cc2)nc2c1Cc1ccccc1O2)Nc1ccc(C(=O)O)cc1	0.6	2	0.0	5	-1	-1.4	0.8	.	-8	-12
CCCCc1c(-c2ccccc2)ncn1CCc1ccccc1OC	.	.	.	.	7	-0.9	0.1	.	.	10
O=C(Nc1ccc(F)c(F)c1)c1oc2ccccc2c1NC(=O)C1CCCO1 (stereo unspecified)	-0.5	5	5.7	3	-1	3.0	-0.6	17	-7&-4&-2	13
CCOC(=O)c1nnn(-c2nonc2N)c1CN1CCc2ccccc2C1	12	1	0.9	11	-14	.	4.8	3	8	5
CC1CCN(C(=O)c2ccc(NS(C)(=O)=O)cc2)CC1	i	1	-1.4	3	1	.	?	-10	4	-4
N#CCCN1CCNCC1	-3.4	2	-1.2	4	-3	.	0.7	30	-5	-5
CCOC(=O)C1(Cc2ccc(OC)cc2)CCN(C(=O)C2=CCCC2)CC1	-4.5	1	-0.6	6	-2	1.4	0.1	36	-15	-7
CC(C)(C)C1CCc2[nH]c3ccccc3c(=O)c2C1 (stereo unspecified)	-0.2	-1	102*	3	-2	.	-0.1	21	14	0
O=C(O)c1cc(Cl)ccc1OS(=O)(=O)c1ccc(Cl)s1	8.3	.	-0.7	7	-4	1.8	-0.4	.	1	-2
NC(=O)[C@H]1CC2(CC(c3cccc(NC(=O)COc4ccc(Cl)cc4)c3)=NO2)CN1C(=O)CC(c1ccccc1)c1ccccc1 (stereo partly specified)	-3.7	.	2.0	24	2	-4.7	-0.6	-12	-2	5
Cc1cccc(NC(=O)CSCc2cc(=O)n3c(C)csc3n2)c1C	-12	4	0.5	-3	2	0.8	-1.8	-10	0	10
Cc1ccccc1-n1ncc2c1CC(C)(C)CC2NC(=O)CCCN1CCCC1=O (stereo unspecified)	0.3	-3	-0.4	5	7	1.3	0.0	10	-16	-2
O=C1CC(C(=O)Nc2ccccc2)S/C(=N\N=C\c2ccco2)N1 (stereo unspecified)	i	-3	0.3	-4	-7	.	0.1	-4	.	16
NS(=O)(=O)c1ccc(CNC(=O)c2ccc3ccccc3n2)cc1	-0.2	-1	-1.3	3	-1	1.1	-1.6	28	-14	-6
